# Compound activity deposited in PubChem by National Center for Advancing Translational Sciences (NCATS).
# RXFP1 antagonist: antagonists of human relaxin receptor RXFP1; Q9HBX9; HEK293-RXFP1, relaxin-stimulated cAMP HTRF, 30 min; hits give low values; activity change, negative = inhibition, % at 57.5 µM; 350,000 compounds, 0.59% hits;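 active means activity change of -60% or lower, but not beyond a set lower limit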; further: on the % scale 0 is the no-effect control and ±100 the full control effect
# TRHR ag: agonists of human TRH receptor; P34981; TRHR cells, calcium flux fluo-8, FDSS agonist mode; activation, % at 2 µM; 360,000 compounds, 0.18% hits; further: 0% is about no effect
# Target sequence (P34981 whole entry, looked up): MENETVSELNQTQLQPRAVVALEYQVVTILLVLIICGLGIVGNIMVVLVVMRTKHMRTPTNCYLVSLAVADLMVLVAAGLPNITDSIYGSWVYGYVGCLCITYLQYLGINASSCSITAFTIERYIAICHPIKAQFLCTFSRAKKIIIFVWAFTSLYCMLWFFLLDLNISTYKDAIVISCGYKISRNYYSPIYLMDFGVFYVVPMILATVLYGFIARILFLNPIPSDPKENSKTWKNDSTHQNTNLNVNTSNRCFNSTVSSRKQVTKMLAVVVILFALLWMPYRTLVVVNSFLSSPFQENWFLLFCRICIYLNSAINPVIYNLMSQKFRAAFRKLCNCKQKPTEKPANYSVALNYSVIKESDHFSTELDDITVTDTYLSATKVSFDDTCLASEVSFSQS
#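 In this calcium-flux screen, cells bearing human TRHR are dye-loaded with fluo-8, baselined for 10 cycles, then exposed to library compounds; positive kinetic calcium responses during the agonist phase mark hits, with TRH as control.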
# D1 PAM: enhances dopamine response at the human D1 receptor; HEK293 TREx D1 cells, calcium flux, dopamine EC20 potentiation; potentiation, % at 10 µM; 360,000 compounds, 0.036% hits; AID 504651; in the data active means potentiation above about 30%; further: 0% is about no effect
# Target sequence (P21728 whole entry, looked up): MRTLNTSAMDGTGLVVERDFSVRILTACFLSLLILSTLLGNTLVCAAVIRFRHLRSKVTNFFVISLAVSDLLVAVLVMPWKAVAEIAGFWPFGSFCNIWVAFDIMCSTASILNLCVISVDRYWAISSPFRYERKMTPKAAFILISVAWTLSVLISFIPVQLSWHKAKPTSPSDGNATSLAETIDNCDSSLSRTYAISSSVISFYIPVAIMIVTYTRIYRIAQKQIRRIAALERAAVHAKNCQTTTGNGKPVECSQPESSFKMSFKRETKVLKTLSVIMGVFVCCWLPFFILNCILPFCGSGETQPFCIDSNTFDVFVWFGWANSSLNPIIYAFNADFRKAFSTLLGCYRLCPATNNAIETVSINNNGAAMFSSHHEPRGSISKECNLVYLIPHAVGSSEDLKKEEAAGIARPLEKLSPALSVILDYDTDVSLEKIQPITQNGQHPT
# D2 antagonist: D2 dopamine receptor (human) antagonism; HEK293 TREx D2 cells, calcium flux, dopamine EC80; AID 485344; 340,000 compounds, 2% hits; P14416; inhibition, % at 10 µM; in the data active means inhibition above about 30%; further: 0% is about no effect
#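 Antagonism is scored as inhibition of an EC80 dopamine-evoked calcium signal in a force-coupled, tetracycline-inducible HEK293 T-REx D2 line, with compound present 180 s before agonist.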
# TRHR PAM: allosterically enhances the human TRH receptor; P34981; TRHR cells, fluo-8 calcium fluorescence, EC20 TRH enhancement; enhancement, % at 2 µM; 360,000 compounds, 0.66% hits; AID 493056; in the data active means enhancement above about 30%; further: 0% is about no effect
#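 Enhancer read-out: after compound pinning and an initial kinetic agonist-mode read, an EC20 of TRH (10 nM final) was injected and fluo-8 calcium signal (Ex 480/Em 530) followed at 1 s/cycle for 100 cycles in TRHR-expressing cells.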
# D1 antag: blocks dopamine activation of the human D1 receptor | P21728 | HEK293 TREx D1 cells, calcium flux, dopamine EC80; hits give low values | activity change, negative = inhibition, % at 10 µM | 360,000 compounds, 3.2% hits | AID 504652; in the data active means activity change below about -30%; further: on the % scale 0 is the no-effect control and ±100 the full control effect
#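 Antagonism measured as reduced calcium response to an EC80 dopamine addition following 180 s compound pre-read; cells were inducible HEK293 Trex D1 plated overnight at 30 C, read kinetically at 1 cycle/sec.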
# D1 agonist: activates the human D1 dopamine receptor; P21728; HEK293 T-REx D1 cells, calcium flux, agonist mode; activation, % at 2 µM; 360,000 compounds, 1% hits; AID 504660; further: 0% is about no effect
#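 Agonism was scored from calcium flux recorded over 180 s (1 read/s) after pintool compound addition, following a 10-cycle baseline. Cells were inducible force-coupled HEK293 TREx D1, plated overnight at 30 C and loaded with no-wash calcium dye.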
# D2 potentiator: positive allosteric modulators of human D2 dopamine receptor. P14416. potentiation, % at 10 µM. AID 485347. 340,000 compounds, 0.34% hits. HEK293 T-REx D2, calcium flux, EC20 dopamine potentiation;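 active means potentiation over 3 SD above the plate norm, cut at about 30% in these data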; further: 0% is about no effect
#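 Potentiation of an EC20 dopamine calcium response measured kinetically over 180 s, after a preceding 180 s compound-only read flagging agonists. Cells: inducible Hek293 Trex D2 line, 4000/well, cultured overnight at 30 C before dye loading.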
# D2 ag: agonists of human D2 dopamine receptor | P14416 | HEK293 T-REx D2 cells, calcium flux agonist mode | activation, % at 2 µM | 340,000 compounds, 0.53% hits | AID 485358;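 active means activation over 3 SD above normal in the single-dose calcium agonist read, cut at about 30% in these data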; further: 0% is about no effect
#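 Calcium-flux readout, 1 cycle/sec over 180 s following compound pin transfer, in inducible HEK293 Trex D2 cells (force-coupled); dopamine controls included. Positive calcium responses during this window marked compounds as potential agonists.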
# An asterisk follows results filed as active; . = no result given. Unless noted, no stated cut-off is given here; in the data, active means activation above about 30%; inactive means the rest.
item	compound	RXFP1 antagonist	TRHR ag	D1 PAM	D2 antagonist	TRHR PAM
1	COc1ccc(CCN(Cc2ccccn2)C(=S)Nc2ccccc2Cl)cc1OC	1.0	0.5	-1.6	.	-13.9
2	COc1ccc(N2CCN(C(=O)COc3ncnc4ccccc34)CC2)cc1	6.0	-0.4	11.5	-5.4	-2.0
3	O=C(Cc1ccccc1[N+](=O)[O-])NCc1ccccc1Cl	4.4	-0.8	-0.1	13.5	-8.7
4	O=C1OC(C(=O)Nc2cccc(Br)c2)Cc2ccccc21 (configuration not stated)	-4.2	1.3	-3.7	.	9.3
5	CCC(=O)c1cn(CC(=O)Nc2cccc(C)c2C)c2ccccc12	6.7	0.4	2.1	-4.7	-9.1
6	CCOC(=O)c1c(NC(=O)c2cc(-c3cccc(OC)c3)on2)sc2c1CCCC2	2.1	1.4	0.9	.	5.1
7	CC(=O)Nc1ccc(NC(=O)C(C)OC(=O)CCCN2C(=O)c3cccc4cccc(c34)C2=O)cc1 (configuration not stated)	9.0	-0.4	-5.8	-17.2	0.1
8	COC(=O)C1=CN(CC2CCCO2)C=C(C(=O)OC)C1c1ccccc1C(F)(F)F (configuration not stated)	-3.8	0.1	-1.0	43.4*	10.0

item	D1 antag	D1 agonist	D2 potentiator	D2 ag
1	8.6	1.1	.	.
2	15.1	2.5	16.1	0.0
3	-8.6	0.8	17.7	0.3
4	3.0	1.9	11.0	0.4
5	-0.1	3.9	4.2	-1.8
6	5.7	-0.3	17.1	-0.3
7	-14.2	0.8	10.9	3.1
8	-7.5	-0.7	6.2	0.1

item	compound	RXFP1 antagonist	TRHR ag	D1 PAM	D2 antagonist	TRHR PAM
9	COCCNC(=O)c1ccc2nc(Cc3ccccc3)oc2c1	-6.8	0.3	-0.1	.	0.5
10	O=C(Nc1ccc2c(c1)OCO2)C1CCCN1C(=O)Nc1ccccc1F (configuration not stated)	4.2	0.6	0.2	-24.0	1.1
11	Cc1ccc(C)c(NC(=O)c2cc([N+](=O)[O-])cc([N+](=O)[O-])c2)c1	7.9	0.1	-1.6	12.6	4.3
12	CCCCN1C(=O)C(O)(CC(=O)c2ccc(C)cc2C)c2cc(Br)ccc21 (configuration not stated)	-12.2	2.3	0.1	.	7.5
13	O=C(Oc1cccc(-n2cnnn2)c1)c1ccco1	-11.1	0.2	-1.4	-6.3	-6.8
14	COc1cc(CN2CC(=O)N(c3cccc(Cl)c3C)C2=S)cc(OC)c1OC	1.5	1.3	11.1	6.2	-2.3
15	CN(CC(=O)Nc1ccc(Cl)cc1)C(=O)c1ccc(NS(=O)(=O)c2ccc3[nH]c(=O)[nH]c3c2)cc1	11.6	0.3	-0.1	9.7	6.6
16	CCCCS(=O)(=O)Nc1ccc(C(=O)NCC2CCCO2)cc1 (configuration not stated)	-9.3	0.1	-0.2	18.0	-0.3

item	D1 antag	D1 agonist	D2 potentiator	D2 ag
9	-2.2	1.7	12.7	-1.0
10	5.2	0.2	-0.2	0.4
11	9.6	0.5	10.6	0.3
12	-13.7	7.2	-7.8	2.8
13	-6.8	0.8	1.0	0.8
14	-2.6	15.3	-2.4	0.4
15	3.0	2.6	-12.3	0.3
16	-17.9	1.9	14.4	0.9

item	compound	RXFP1 antagonist	TRHR ag	D1 PAM	D2 antagonist	TRHR PAM
17	COc1ccc(CNC(=S)Nc2ccc(Br)cc2)cc1	-9.7	2.0	-7.0	-3.5	-2.1
18	CCN1CCN(c2ncnc3c2cnn3-c2ccc(C)cc2C)CC1	.	0.0	-4.8	-8.1	0.9
19	CN(C(=O)c1cnccn1)c1c(N)n(Cc2ccccc2)c(=O)[nH]c1=O	-10.2	0.1	3.4	-2.0	-2.5
20	CC1=C(CC/C(C)=N/NC(N)=S)C(C)(C)CCC1	-5.3	0.5	-3.1	2.5	2.1
21	CCN(CC)C(=O)c1cc2c(=O)n3cccc(C)c3nc2s1	-1.5	0.2	-4.0	22.3	1.4
22	O=C(Nc1cc(Oc2ccc(Cl)cc2)cc([N+](=O)[O-])c1)c1ccco1	-0.9	0.5	-4.8	1.0	-12.6
23	O=C(Nc1ccc2c(c1)oc1ccccc12)N1CCOCC1	-22.5	-0.3	-4.7	0.0	-0.2
24	Cc1cc(C)nc(NC(=O)c2cccc(Br)c2)n1	2.8	0.1	-0.7	3.8	-1.6

item	D1 antag	D1 agonist	D2 potentiator	D2 ag
17	-5.4	36.8*	1.1	-1.4
18	1.9	0.5	-1.5	-1.8
19	1.1	0.3	-0.2	0.4
20	-1.7	-0.7	-6.6	0.8
21	0.0	1.2	8.0	-0.2
22	2.0	8.8	-1.9	0.2
23	-18.8	1.7	6.5	-0.6
24	16.1	-1.1	-2.7	1.0

item	compound	RXFP1 antagonist	TRHR ag	D1 PAM	D2 antagonist	TRHR PAM
25	Cc1cc(C)c(C#N)c(SCCN2CCOCC2)n1	2.0	0.3	-3.0	6.7	-2.8
26	O=C(Cn1ncc2c3ccccc3n(Cc3ccccc3F)c2c1=O)NCC1CCCO1 (configuration not stated)	-13.1	-1.2	3.5	-1.2	1.2
27	CCC(Sc1nc2ccccc2c(=O)[nH]1)C(=O)O (configuration not stated)	1.4	0.5	-1.9	9.2	1.5
28	Cc1ccc(S(=O)(=O)Nc2cccc(N(C)S(C)(=O)=O)c2)cc1[N+](=O)[O-]	-2.1	0.2	-1.1	4.2	-1.3
29	COc1ccc2oc(-c3ccc(NC(=O)c4ccc(Cl)cc4Cl)cc3)nc2c1	-7.5	0.2	-1.4	.	1.9
30	CCS(=O)(=O)c1ccc(O)c(NC(=O)COc2ccc(OC)cc2)c1	-4.0	-0.4	-5.5	-3.0	-4.0
31	Cn1c(CNc2nc3ccccc3n2CCN2CCCCC2)nc2ccccc21	5.9	-0.6	0.8	-2.4	-4.4
32	CCc1ccc(NC(=O)Cn2c(C(=O)OC)cc3oc(C)cc32)cc1	-10.0	0.5	-6.6	.	-5.4

item	D1 antag	D1 agonist	D2 potentiator	D2 ag
25	-31.2*	-0.5	-11.4	0.7
26	0.9	1.3	2.6	-0.3
27	11.6	0.2	-3.2	0.6
28	-3.4	11.5	-0.1	0.3
29	-9.4	5.0	-6.0	0.1
30	-5.4	4.4	0.5	0.6
31	11.2	-0.3	-21.2	-1.7
32	-16.5	7.2	-6.7	.

item	compound	RXFP1 antagonist	TRHR ag	D1 PAM	D2 antagonist	TRHR PAM
33	O=C(Nc1cccc(-n2cnnn2)c1)c1ccc(Cl)cc1Cl	17.1	0.3	-2.2	-14.4	-2.3
34	Cc1cc(Br)ccc1NC(=O)CNC(=O)c1ccc(-n2cncn2)c([N+](=O)[O-])c1	-3.6	-0.3	-5.0	8.1	11.6
35	S=C(Nc1ccc2nc(-c3ccccn3)c(-c3ccccn3)nc2c1)N1CCCCCC1	21.9	6.5	-2.5	13.0	-2.3
36	COc1ccc(S(=O)(=O)Nc2ccc(S(=O)(=O)N3CCCC3)cc2)cc1	27.2	0.5	-3.5	5.0	-4.6
37	O=C(COC(=O)c1ccc(O)cc1O)Nc1ccc(Cl)cn1	-11.6	-2.0	-9.3	13.8	0.2
38	O=c1[nH]n2c(C(F)(F)F)cc(C3CC3)nc2c1N=Nc1ccccc1	-4.1	1.3	-2.8	.	-1.9
39	COc1cccc(CNC(=O)C2CC(=O)N(C3CCCCCCC3)C2)c1 (configuration not stated)	33.2	-0.7	-6.3	-1.3	-4.7
40	CCc1oc(C(=O)OC)cc1CSC(=N)N	2.9	-0.8	-7.2	1.3	-3.1

item	D1 antag	D1 agonist	D2 potentiator	D2 ag
33	-17.4	12.1	-5.5	-1.3
34	-8.3	-1.0	-11.0	-0.7
35	6.9	8.4	11.9	1.7
36	6.9	3.4	-2.6	-0.4
37	25.5	1.7	1.4	-0.9
38	-9.8	0.1	.	.
39	-10.9	5.4	12.2	0.1
40	-22.9	5.2	-0.9	-1.7

item	compound	RXFP1 antagonist	TRHR ag	D1 PAM	D2 antagonist	TRHR PAM
41	Cc1cc(=O)n2nc(N(C)CC(=O)NCc3ccc(Cl)cc3)sc2n1	.	0.6	-0.9	.	4.3
42	CCOc1ccc(S(=O)(=O)NCC(c2ccc3c(c2)OCO3)N2CCN(C)CC2)cc1 (configuration not stated)	-1.4	0.7	-12.4	27.1	7.2
43	Cc1nn(-c2ccccc2)c(C)c1C(=O)OCC(=O)NC12CC3CC(CC(C3)C1)C2	7.2	-0.3	-6.3	1.6	-6.8
44	CCC1CCCCN1C(=O)COC(=O)c1cc2ccccc2cc1O (configuration not stated)	-11.3	-0.4	-8.8	-4.7	-1.3
45	O=C(CC(=O)N/N=C/c1ccc(Cl)cc1Cl)NCc1ccccc1	-1.3	0.0	2.5	-0.5	-0.5
46	CC1=C(C(=O)OCc2ccccc2)C(c2ccc(Cl)cc2)NC(=O)N1CCCCCC(=O)O (configuration not stated)	.	0.5	-0.8	19.0	-2.2
47	N#CC1=C2SCN(c3ccccc3)CN2C(=O)CC1c1ccccc1Cl (configuration not stated)	-8.7	0.6	-3.2	14.3	1.3
48	OCC1(Cc2ccccc2Cl)CCN(C/C=C/c2ccccc2)CC1	-7.1	1.4	-4.9	-12.4	6.5

item	D1 antag	D1 agonist	D2 potentiator	D2 ag
41	-7.0	-0.4	-2.0	-0.2
42	7.7	2.4	1.0	0.9
43	-5.8	2.4	18.5	-0.3
44	-32.2*	14.9	6.5	0.9
45	-0.1	1.9	7.6	-0.5
46	25.2	-4.2	5.2	0.0
47	18.6	1.4	-1.1	0.6
48	-3.9	22.8	-31.5	21.9

# Quoted at random: 3 records from the list, in no set order.
item	compound	RXFP1 antagonist	TRHR ag	D1 PAM	D2 antagonist	TRHR PAM
45	O=C(CC(=O)N/N=C/c1ccc(Cl)cc1Cl)NCc1ccccc1	-1.3	0.0	2.5	-0.5	-0.5
46	CC1=C(C(=O)OCc2ccccc2)C(c2ccc(Cl)cc2)NC(=O)N1CCCCCC(=O)O (configuration not stated)	.	0.5	-0.8	19.0	-2.2
42	CCOc1ccc(S(=O)(=O)NCC(c2ccc3c(c2)OCO3)N2CCN(C)CC2)cc1 (configuration not stated)	-1.4	0.7	-12.4	27.1	7.2

item	D1 antag	D1 agonist	D2 potentiator	D2 ag
45	-0.1	1.9	7.6	-0.5
46	25.2	-4.2	5.2	0.0
42	7.7	2.4	1.0	0.9

# Remaining list, next part:
item	compound	RXFP1 antagonist	TRHR ag	D1 PAM	D2 antagonist	TRHR PAM
49	CC(C)NC(=O)CCNC(=O)c1ccc(F)cc1	-6.8	-0.1	-2.3	-2.2	-3.3
50	CCOCCCN1CC(C(=O)NCCc2ccccc2)CC1=O (configuration not stated)	12.0	1.1	-5.9	-2.0	3.8
51	CCOCCCN(C(=O)c1snc(C(N)=O)c1N)C(C(=O)NC1CCCC1)c1ccc(F)cc1 (configuration not stated)	-14.1	-0.2	-2.0	11.1	-1.2
52	O=c1c2cc(Br)ccc2nc2n1CCCCC2	9.1	0.0	-8.2	7.7	-1.3

item	D1 antag	D1 agonist	D2 potentiator	D2 ag
49	-18.8	9.7	4.3	-0.7
50	8.3	3.5	1.8	0.3
51	1.2	-0.6	18.1	0.4
52	-4.2	2.1	3.7	0.2
